NCI-60 one-dose screen, 48 h, at 10 µM unless noted. Numbers give growth in % (100 = growth as untreated, 0 = no growth, -100 = all killed).
SF-268: SF-268 CNS cancer cells; 82,000 tested, 3.1% active; AID 1794759
CAKI-1: CAKI-1 renal cancer. 75,000 tested, 4.7% active. AID 1794772
SNB-19: SNB-19 CNS cancer cells; 81,000 tested, 2.5% active
A498: A498 renal cancer cells. 76,000 tested, 5.4% active
SNB-75: SNB-75 CNS cancer. 79,000 tested, 5% active. AID 1794750
RXF 393: RXF 393 renal cancer cells; 77,000 tested, 6.9% active
SF-539: SF-539 CNS cancer. 81,000 tested, 6.8% active. AID 1794752
ACHN: ACHN renal cancer. 81,000 tested, 4.9% active. AID 1794771
Active calls of the source: *; x = no result given; & = joins results of further samples. Rule for the calls: active = growth percent below 10; inactive = the rest. Random draw from the library; 12% or so of the library scored in one or more.

No. | Molecule | SF-268 | CAKI-1 | SNB-19 | A498
1 | NCC(O)C(O)C(O)CO (centres undefined) | 105 | 93 | 106 | 108
2 | COC(=O)CCc1ccccc1 | 111 | 93 | 93 | 84
3 | COc1ccc2[nH]c(=O)c(CSc3nccc(-c4ccc5ccccc5c4)n3)cc2c1 | 79 | 74 | 89 | 122
4 | C/C=C/Cc1ccccc1O | 98 | x | 89 | 108
5 | CN(C)c1ccc(N=Cc2cc[n+](C)cc2)cc1 | 138 | 84 | 114 | 91
6 | COc1ccc(NC(=O)N/N=c2\cc(C)c3ccc(O)cc3o2)cc1 | 105 | 101 | 95 | 92
7 | O=C(NNc1nc2cc(F)ccc2n2c(CN3CC4CNCC4C3)ccc12)c1cnccn1 (centres undefined) | 22 | x | 33 | 37
8 | CCOC(=O)c1ccc(NC(=S)NC(=O)c2ccc(NC(=O)c3ccc(C)cc3)cc2OC)cc1 | 98 | 74 | 97 | 159
9 | C#CCOc1nc(C)cc(C)c1C#N | 100 | 91 | 96 | 88
10 | CCCCCCCC/C=C\CCCCCCCCOc1ccc(CC(=O)NCC[N+]2(C)CCCCC2)cc1 | 74 | 74 | 65 | x
11 | O=C(Nc1ccc(F)cc1)Nc1ccc(CCO)cc1 | 109 | 103 | 107 | 86
12 | COc1ccc(Nc2nc(N)nc3c2CCN(Cc2ccc(OC)cc2OC)C3=O)cc1 | 87 | 93 | 72 | 77
13 | O=C(CSc1nc2ccccc2c(=O)n1CCc1ccccc1)NCc1ccccc1 | 73 | 69 | 83 | 95
14 | O=C(C(=O)N1CCOCC1)c1ccc(O[C@H]2O[C@H](CO)[C@@H](O)[C@H](O)[C@@H]2O)cc1 | 123 | 100 | 109 | x
15 | NC(CCc1ccccc1)c1ccccc1 (centres undefined) | 101 | 100 | 98 | x

No. | SNB-75 | RXF 393 | SF-539 | ACHN
1 | 95 | 103 | 102 | 107
2 | 90 | 92 | 91 | 98
3 | 64 | 77 | 76 | 82
4 | 105 | 113 | 100 | 102
5 | 67 | 88 | 155 | 95
6 | 110 | 123 | 97 | 111
7 | 54 | x | 15 | 17
8 | 98 | 157 | 94 | 94
9 | 80 | 106 | 98 | 100
10 | 70 | 27 | 96 | 100
11 | 73 | x | 105 | 110
12 | 86 | 82 | 64 | 81
13 | 62 | x | 62 | 62
14 | 100 | 103 | 99 | 95
15 | 77 | x | 104 | 109

(cont.)
No. | Molecule | SF-268 | CAKI-1 | SNB-19 | A498
16 | O=C(NCc1ccco1)Nc1c(Cl)cc(Cl)cc1Cl | 104 | 89 | 103 | 100
17 | CCCCSc1ccccn1 | 109 | 72 | 118 | 99
18 | COc1ccc(/C=C/C(=O)c2c(C)nc3ccccc3c2/C=C/c2ccc(C)cc2)cc1O | 88 | 81 | 97 | 107
19 | COC(=O)CCCCCC[C@@H]1[C@@H](/C=N/NC(=O)c2ccncc2)[C@H](OC(=O)c2ccccc2)C[C@@H]1O | 105 | x | 96 | 92
20 | CCc1oc2ccccc2c1C(=O)c1ccc(OCCN(CC)CC)cc1 | 96 | 94 | 103 | 71
21 | Cc1c(C)c(Cl)c(C)c(C)c1Cl | 96 | x | 101 | x
22 | COc1ccccc1Nc1nc(SC)nc(-c2cccc([N+](=O)[O-])c2)c1C#N | 94 | 84 | 96 | 94
23 | CCCCCn1cnc2c(=S)nc[nH]c21 | 124 | 115 | x | 107
24 | N#C/C(=C\c1ccccc1)C(=O)Nc1ncc(Cc2ccccc2)s1 | 93 | 79 | 93 | 110
25 | COc1c(OC)c(OC)c2c(=O)cc(-c3ccc4c(c3)OCO4)oc2c1OC | 104 | 88 | 92 | 88
26 | O=C1c2cccc3cccc(c23)C(=O)N1N1C(=O)c2cccc3c(-c4ccc(F)cc4)ccc(c23)C1=O | 100 | 83 | 102 | 114
27 | O=C1Nc2ccc(Br)cc2C1Cc1c(O)[nH]c2ccc(Br)cc12 (centres undefined) | 113 | 109 | 102 | 101
28 | COS(=O)OCCCl (centres undefined) | 96 | 133 | 106 | 110
29 | Nc1c(Br)cc(Br)c2c1[nH]c(=O)c1ccccc12 | 77 | 69 | 94 | 54
30 | Cc1ccc(-c2cc3nc(C(Cl)Cl)nc(-c4ccco4)n3n2)cc1 | 21 | -5.9* | 8.5* | -29*

No. | SNB-75 | RXF 393 | SF-539 | ACHN
16 | 89 | 107 | 95 | 97
17 | 108 | 107 | 109 | 106
18 | 71 | 89 | 102 | 81
19 | 94 | 101 | 97 | 98
20 | 85 | 71 | 86 | 99
21 | 92 | 103 | 103 | 109
22 | 79 | 108 | 91 | 94
23 | 90 | 160 | 91 | 109
24 | 87 | 104 | 92 | 82
25 | 102 | 115 | 102 | 97
26 | 92 | 122 | 96 | 102
27 | 133 | 127 | 111 | 107
28 | 75 | 100 | 106 | 101
29 | -34* | 26 | 84 | 11
30 | 67 | -46* | -33* | -20*

Going on with the list.
No. | Molecule | SF-268 | CAKI-1 | SNB-19 | A498
31 | O=C(Nc1cccc(-n2cc(-c3ccncc3)c(-c3ccc(Cl)c(O)c3)n2)c1)c1ccc(N2CCOCC2)c(C(F)(F)F)c1 | 55 | 81 | 66 | 101
32 | COc1cc(/C=C\c2cc(OC)c(OC)c(OC)c2)cc(N/C=C\C(=O)c2c[nH]c3ccccc23)c1OC | 72 | x | 54 | 39
33 | COc1ccc(C2=C(c3ccccc3)c3ccc(OC(C)=O)cc3OC2(C)C)cc1 | 102 | 68 | 111 | x
34 | N#CCCN=Nc1c(O)[nH]c2ccc(Br)cc12 | 92 | 82 | 95 | 77
35 | CS(=O)(=O)c1nccc(-c2c(-c3ccc(OCCc4ccccc4)cc3)nc3sccn23)n1 | 104 | 90 | 89 | 84
36 | Cc1nn(-c2ccccc2)c2nc(Cl)c(/C=C/C(=O)c3ccccc3)c(-c3ccccc3)c12 | 106 | 98 | 99 | 112
37 | CCCCNc1ccc(C(=O)NN)cc1 | 94 | 98 | 97 | 79
38 | C=CNc1nnc(C(=O)c2c[nH]c3ccccc23)o1 | 101 | 88 | 108 | 102
39 | CCCC(O)c1ccccc1Cl (centres undefined) | 99 | 98 | 101 | 86
40 | CCCc1oc(C)cc1CC | 107 | 95 | 99 | 97
41 | O=c1[nH]ccc2c(S(=O)(=O)N3CCCNCC3)cccc12 | 54 | 55 | 97 | 36
42 | c1csc(-c2ccn[nH]2)c1 | 116 | x | 98 | 97
43 | Cc1ccc(-c2nn(Cc3cn(-c4cc(C)nc5ccccc45)nn3)c3ncnc(N)c23)cc1 | 36 | 21 | 53 | -2.5*
44 | O=C(O)CCC(=O)c1ccc2c(c1)CCCC2 | 109&107 | 110&100 | 107&101 | 104&76
45 | CC1(C)C=Cc2cc(/C(N)=N/C(N)=N/c3nc4ccccc4s3)ccc2O1 | 93 | 65 | 97 | 114

No. | SNB-75 | RXF 393 | SF-539 | ACHN
31 | x | -26* | 42 | 37
32 | 34 | -35* | -95* | -100*
33 | 118 | 96 | 102 | 76
34 | 55 | 100 | 96 | 96
35 | 89 | 92 | 86 | 101
36 | 89 | 103 | x | 104
37 | 80 | x | 100 | 101
38 | 91 | 127 | 92 | 90
39 | 87 | x | 91 | 94
40 | 87 | 105 | 113 | 111
41 | 55 | 58 | 77 | 42
42 | x | x | 98 | 108
43 | 16 | 27 | 75 | 32
44 | 90&89 | 113&118 | 97&106 | 105&104
45 | 101 | 103 | 97 | 89

Further structures follow:
No. | Molecule | SF-268 | CAKI-1 | SNB-19 | A498
46 | COc1ccc(-c2nc3ncccn3c2-c2nc3ccc(OC)cc3[nH]2)cc1 | 107 | 95 | 100 | 96
47 | COc1cc(-c2nc3sccn3c2-c2ccnc(NCCNS(=O)(=O)c3ccc(Cl)cc3)n2)ccc1F | 31 | 20 | 79 | 53
48 | CC(=O)C1CCC2C3CC(C)=C4CC(O)CCC4(C)C3CCC12C (centres undefined) | 102 | 97 | 97 | 113
49 | OC1CCC(c2ccccc2)CC1 (centres undefined) | 97 | 100 | 99 | 74
50 | CCOC(=O)Nc1nnc(SCC(=O)Nc2ccc3oc(=O)ccc3c2)s1 | 95 | x | 116 | 125
51 | COc1cc2cc(Sc3ccc(NC(=O)c4ccc(Cl)c(C(F)(F)F)c4)cc3)c(C)nc2cc1OC | 104 | 79 | 99 | 89
52 | Cc1cnc(C(=O)NNc2nc3cc(F)ccc3n3c(C(=O)N4CC5CC(C4)N5)ccc23)cn1 | 34 | 23 | 35 | 89
53 | Cn1c(=O)c2c(ncn2CCC(=O)Nc2ccc(S(=O)(=O)Nc3ncccn3)cc2)n(C)c1=O | 94 | 100 | 103 | 113
54 | Cn1c(=O)c2c(c3ccccc31)OC(N)=C(C#N)C21C(=O)c2cccc3cccc1c23 (centres undefined) | 95 | 83 | 96 | 99
55 | Cc1ccc(O)c(NC(=O)c2ccc(CNc3ccnc(C(F)(F)F)c3)cc2)c1 | 80 | 42 | 87 | 81
56 | O=C1/C(=C\C(Cl)=C/c2ccc([N+](=O)[O-])cc2)SC(=S)N1CCc1ccc(O)cc1 | 10.0* | -70* | -60* | -27*
57 | COc1ccc(-n2c(CO)ccc2CNc2ccccc2OC)cc1 | 72 | 46 | 81 | 122
58 | O=C(CCl)Nc1ccc2c(c1)C(=O)c1ccc(NC(=O)CCl)cc1C2=O | -67* | -89* | -45* | 12
59 | O=S(=O)(NCCNc1nccc(-c2c(-c3cccc(F)c3)nc3sccn23)n1)c1ccc(Cl)cc1 | 53 | 41 | 66 | x
60 | CCNC(=S)NNc1ccccc1 | 96 | 90 | 109 | 85

No. | SNB-75 | RXF 393 | SF-539 | ACHN
46 | 74 | 102 | 102 | 92
47 | 86 | 33 | 80 | 20
48 | 100 | 111 | 91 | 95
49 | 97 | 105 | 112 | 114
50 | 95 | 113 | 96 | 96
51 | 81 | 89 | 96 | 95
52 | 72 | 60 | 8.2* | 16
53 | 115 | 116 | 102 | 100
54 | 82 | 93 | 93 | 101
55 | 73 | 92 | 35 | 39
56 | -28* | -72* | -75* | -89*
57 | 71 | 76 | 79 | 59
58 | -55* | -86* | -92* | -66*
59 | 79 | 69 | 82 | 36
60 | 101 | 136 | 95 | 97

Next section (2 carried over from the part before).
No. | Molecule | SF-268 | CAKI-1 | SNB-19 | A498
59 | O=S(=O)(NCCNc1nccc(-c2c(-c3cccc(F)c3)nc3sccn23)n1)c1ccc(Cl)cc1 | 53 | 41 | 66 | x
60 | CCNC(=S)NNc1ccccc1 | 96 | 90 | 109 | 85
61 | Oc1c(Br)cc(CNC2CCCCC2)cc1Br | 104 | 112 | 101 | x
62 | CCC/C=C/C=N/N1C(=S)N(c2ccccc2)[C@]23OC(N)=C(C#N)[C@]12C(=O)c1ccccc13 | 88 | 99 | 93 | x
63 | C1COCC(CC2COCCN2)N1 (centres undefined) | 94 | 94 | 107 | 87
64 | O=c1cc(-c2ccccc2)[nH]c(=S)[nH]1 | 92 | 175 | 104 | 98
65 | CC[C@@]12CC(C(=O)OC)=C3Nc4cc5c(cc4[C@@]34CCN(C[C@H]3O[C@H]31)[C@@H]24)[C@@H]1[C@H](O5)[C@@H](O)[C@@]2(CC)CC(C(=O)OC)=C3Nc4cc(O)ccc4[C@@]34CCN1[C@@H]24 | 10 | -56* | -44* | -77*

No. | SNB-75 | RXF 393 | SF-539 | ACHN
59 | 79 | 69 | 82 | 36
60 | 101 | 136 | 95 | 97
61 | 96 | 115 | 116 | 108
62 | 81 | 100 | 104 | 86
63 | 106 | 106 | 99 | 103
64 | 97 | 108 | 102 | 97
65 | -34* | -98* | -53* | -26*

Compounds from the list above with fluorine, in the order listed:
No. | Molecule | SF-268 | CAKI-1 | SNB-19 | A498
7 | O=C(NNc1nc2cc(F)ccc2n2c(CN3CC4CNCC4C3)ccc12)c1cnccn1 (centres undefined) | 22 | x | 33 | 37
11 | O=C(Nc1ccc(F)cc1)Nc1ccc(CCO)cc1 | 109 | 103 | 107 | 86
26 | O=C1c2cccc3cccc(c23)C(=O)N1N1C(=O)c2cccc3c(-c4ccc(F)cc4)ccc(c23)C1=O | 100 | 83 | 102 | 114
31 | O=C(Nc1cccc(-n2cc(-c3ccncc3)c(-c3ccc(Cl)c(O)c3)n2)c1)c1ccc(N2CCOCC2)c(C(F)(F)F)c1 | 55 | 81 | 66 | 101
47 | COc1cc(-c2nc3sccn3c2-c2ccnc(NCCNS(=O)(=O)c3ccc(Cl)cc3)n2)ccc1F | 31 | 20 | 79 | 53
51 | COc1cc2cc(Sc3ccc(NC(=O)c4ccc(Cl)c(C(F)(F)F)c4)cc3)c(C)nc2cc1OC | 104 | 79 | 99 | 89
52 | Cc1cnc(C(=O)NNc2nc3cc(F)ccc3n3c(C(=O)N4CC5CC(C4)N5)ccc23)cn1 | 34 | 23 | 35 | 89
55 | Cc1ccc(O)c(NC(=O)c2ccc(CNc3ccnc(C(F)(F)F)c3)cc2)c1 | 80 | 42 | 87 | 81
59 | O=S(=O)(NCCNc1nccc(-c2c(-c3cccc(F)c3)nc3sccn23)n1)c1ccc(Cl)cc1 | 53 | 41 | 66 | x

No. | SNB-75 | RXF 393 | SF-539 | ACHN
7 | 54 | x | 15 | 17
11 | 73 | x | 105 | 110
26 | 92 | 122 | 96 | 102
31 | x | -26* | 42 | 37
47 | 86 | 33 | 80 | 20
51 | 81 | 89 | 96 | 95
52 | 72 | 60 | 8.2* | 16
55 | 73 | 92 | 35 | 39
59 | 79 | 69 | 82 | 36
